BAZ2B block = BAZ2B (human) inhibition | Q9UIF8 | Potency, µM (series often up to 114 µM), inactives show at the highest dose activity change, negative = inhibition, usual class: inhibitors | AlphaScreen BAZ2B-H3K14Ac peptide displacement | hit rate 4.4% among 360,000; further: potency means the concentration at half of the fitted maximal effect; on the % scale 0 is the no-effect control and ±100 the full control effect; nearly all actives have a fitted effect of over 60% in size
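Inhibition is scored as reduced AlphaScreen emission. The BAZ2B/b-H3(5-23)K14Ac complex (50 nM each) in PBS pH 7.4, 0.01% Tween-20 meets compound (up to 110 uM) for 30 min at RT before bead addition.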
12-LOX inh = ALOX12 (human) lipoxygenase inhibition. P18054. purified 12hLO, xylenol orange hydroperoxide absorbance. Potency, µM (top dose mostly 108 µM), inactives show at the highest dose activity change, negative = inhibition, actives largely listed as inhibitors. hit rate 1.1% among 580,000; further: potency means the concentration at half of the fitted maximal effect; on the % scale 0 is the no-effect control and ±100 the full control effect
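Purified human 12hLO at 150 nM in 25 mM Hepes, 0.01% Triton X-100, pH 7.0, preincubated 15 min at room temperature with compound. Reaction started with 40 uM arachidonic acid, 30 min at room temperature. Hydroperoxide measured by Fe-xylenol orange, 573/405 nm absorbance ratio.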
PI4K2A inh = blocks human PI4K2A kinase activity | hit rate 0.13% among 420,000 | activity change, negative = inhibition, % at 76.9 µM | purified PI4K2A, ADP-Glo luminescence, 1 h; active compounds read low | Q9BTU6 | AID 1346378; in the data active means activity change below about -50%; inconclusive means mostly about -30% to -49%;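 further: -100% = wells without enzyme as full effect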
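PI4K2A activity was measured by ADP-Glo luminescence: enzyme (4 ug/mL stock) and phosphatidylinositol (1.2 mM stock) in Tris pH 7.5/MgCl2/EGTA/Triton X-100 buffer were reacted with ATP (300 microM stock) for one hour at ambient temperature.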
G9a inh = inhibitors of human histone lysine methyltransferase G9a | Q96KQ7 | G9a H3K9 monomethylation, AlphaScreen, 2 h | Potency, µM (doses to about 102 µM), inactives show top-dose activity, negative = inhibition, usual class: inhibitors | hit rate 8.8% among 350,000; further: potency means the concentration at half of the fitted maximal effect; on the % scale 0 is the no-effect control and ±100 the full control effect; nearly all actives have a fitted effect of over 75% in size
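G9a (20 nM) preincubated 15 min RT with compounds, then 500 nM biotinylated H3K9 peptide and 20 uM SAM added; 2 h RT reaction. Monomethyl-H3K9 product detected by AlphaScreen with anti-H3K9me1 antibody, streptavidin donor and anti-rabbit IgG acceptor beads.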
GLS inhibitor = glutaminase GLS (human) inhibition | O94925 | GLS enzymatic activity, qHTS titration | Potency, µM (top dose mostly 45.5 µM), without a hit: at the highest dose activity change, negative = inhibition, usual class: inhibitors | hit rate 0.21% among 410,000 | AID 624170; further: potency means the concentration at half of the fitted maximal effect; on the % scale 0 is the no-effect control and ±100 the full control effect
Target sequence (O94925 whole entry, looked up): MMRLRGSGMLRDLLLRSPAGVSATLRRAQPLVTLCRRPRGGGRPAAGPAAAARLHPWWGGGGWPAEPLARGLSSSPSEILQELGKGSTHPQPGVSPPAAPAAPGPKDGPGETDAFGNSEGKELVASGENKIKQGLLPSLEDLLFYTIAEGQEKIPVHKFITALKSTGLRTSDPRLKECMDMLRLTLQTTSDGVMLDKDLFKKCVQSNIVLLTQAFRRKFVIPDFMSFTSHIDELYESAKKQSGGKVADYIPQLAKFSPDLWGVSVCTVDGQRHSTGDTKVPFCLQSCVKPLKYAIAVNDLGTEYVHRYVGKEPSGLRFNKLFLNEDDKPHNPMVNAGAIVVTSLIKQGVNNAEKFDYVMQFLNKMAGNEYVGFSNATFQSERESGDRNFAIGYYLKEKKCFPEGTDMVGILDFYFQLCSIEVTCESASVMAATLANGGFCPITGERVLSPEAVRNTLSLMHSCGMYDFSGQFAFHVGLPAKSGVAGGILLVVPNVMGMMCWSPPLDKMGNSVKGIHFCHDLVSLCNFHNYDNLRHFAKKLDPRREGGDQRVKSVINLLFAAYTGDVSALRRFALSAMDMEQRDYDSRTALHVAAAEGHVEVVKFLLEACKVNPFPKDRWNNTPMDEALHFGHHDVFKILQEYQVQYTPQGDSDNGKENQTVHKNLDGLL
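Glutamate formation by hKGA was monitored fluorometrically using coupled glutamate oxidase, HRP and Amplex Red. Substrate was added as 1 mM L-glutamine solution; incubation was 30 min at RT after an initial read.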
RGS4 inhibitor = human RGS4 inhibition; Transcreener GDP fluorescence polarization, RGS4-accelerated GTP hydrolysis; hit rate 0.039% among 390,000; Potency, µM (highest dose often 114 µM), inactives show at the highest dose activity change, negative = inhibition, usual class: inhibitors; P49798; further: potency means the concentration at half of the fitted maximal effect; on the % scale 0 is the no-effect control and ±100 the full control effect; nearly all actives have a fitted effect of over 75% in size; some results filed as inactive show a strong effect at the top dose
Target sequence (P49798 whole entry, looked up): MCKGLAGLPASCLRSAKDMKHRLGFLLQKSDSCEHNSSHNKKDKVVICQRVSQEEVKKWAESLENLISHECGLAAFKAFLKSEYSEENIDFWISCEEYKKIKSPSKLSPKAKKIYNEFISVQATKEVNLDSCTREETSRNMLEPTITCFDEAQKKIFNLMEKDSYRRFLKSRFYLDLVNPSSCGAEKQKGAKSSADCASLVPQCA
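MLSMR compounds (23 nl, pin-transferred) preincubated 10 min at room temperature with a 500nM (2x) first reagent, then RGS4 at 900nM (2x) plus Transcreener GDP mix added; fluorescence polarization (620/688 nm) read before and after 90 min at 30 °C.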
HP1b binding inh = HP1-beta chromodomain-methylated histone interaction inhibition; Potency, µM (titrated, usually from 114 µM), for the others: at the highest dose activity change, negative = inhibition, most hits filed as inhibitors; AlphaScreen HP1-beta / biotin-H3K9me3 peptide binding; P83916; AID 540317; hit rate 0.56% among 390,000; further: potency means the concentration at half of the fitted maximal effect; nearly all actives have a fitted effect of over 70% in size; inactives centre near 23
Target sequence (P83916 whole entry, looked up): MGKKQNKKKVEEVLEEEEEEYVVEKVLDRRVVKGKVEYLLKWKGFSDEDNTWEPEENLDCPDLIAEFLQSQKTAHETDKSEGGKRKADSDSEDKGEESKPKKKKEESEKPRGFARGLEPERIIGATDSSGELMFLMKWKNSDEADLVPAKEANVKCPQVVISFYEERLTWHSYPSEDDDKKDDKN
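HP1-beta protein (50 nM final) preincubated 30 min at room temperature with biotinylated H3(1-18)K9me3 peptide (50 nM) in PBS pH 7.4, 0.01% Tween-20, then compound added for 30 min. AlphaScreen streptavidin donor/nickel chelate acceptor beads (10 ug/mL final), 30 min dark, luminescence read.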
JMJD2A Tudor = JMJD2A Tudor domain (human) inhibition. Potency, µM (top dose mostly 114 µM), for the others: top-dose activity change, negative = inhibition, usual class: inhibitors. AlphaScreen JMJD2A-Tudor / H3K4me3 peptide binding. hit rate 4.4% among 390,000; further: potency means the concentration at half of the fitted maximal effect; on the % scale 0 is the no-effect control and ±100 the full control effect; nearly all actives have a fitted effect of over 50% in size
ERG-DNA inh = ERG Ets/DNA interaction inhibition | P11308 | fluorescence polarization, His-ERG Ets domain / labelled DNA | Potency, µM (top dose mostly 76.9 µM), for the others: top-dose FP activity, negative = inhibition, actives largely listed as inhibitors | hit rate 0.028% among 370,000; active means well fitted inhibition curve with a large enough effect in the polarisation, with a control signal flat; inconclusive means small, poorly fitted or top-dose-only effect, or effect the other way, or a change in a side signal; inactive means no such curve, though single readings can be large or run the other way; the % refers to the polarisation;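 further: polarization taken with two DNA probes labelled with fluorescein and Texas red; potency means the concentration at half of the fitted maximal effect; % of control where 0% means no effect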
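His-tagged ERG Ets domain (1 uM in the protein solution; 300mM KCl, 50mM Tris-HCl, 1mM EDTA, 1mM DTT, pH 7.5) received compound, then a probe mix of 5 nM fluorescein-DNA and 100nM Texas-615-DNA. Fluorescence polarization was read for both dyes.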
Active calls of the source: *; u = inconclusive; x = not tested or not shown; & = joins results of further samples; [ ] = another dose, or the depositor's remark. Unless noted, the call rests on the fitted dose curve; in most records, active means well fitted curve in the direction sought with a large enough effect; inconclusive means small, poorly fitted or top-dose-only effect, or another doubt; inactive means no such curve, though single readings can be large; an effect the other way counts as inactive or inconclusive.

SMILES | BAZ2B block | 12-LOX inh | PI4K2A inh | G9a inh | GLS inhibitor | RGS4 inhibitor | HP1b binding inh | JMJD2A Tudor | ERG-DNA inh
O=C(Cc1ccccc1)Nc1ccc(NC(=O)c2ccco2)cc1 | 9% | 10% | -4 | 16%[59 µM] | 12% | 8% | -1% | -11% | 7%
Cn1c(=O)c2[nH]c(SCCN3CCOCC3)nc2n(C)c1=S | x | 32µM* | -2 | x | 6% | -34% | 5%[57 µM] | 16µM* | 4%
COc1ccccc1/C=N/NC(=O)c1csc(C)c1C | 3% | 1% | 5 | 10%[59 µM] | -4% | -7% | 22% | 2% | -7%
COc1cc(/C=C2\SC(N3CCc4ccccc4C3)=NC2=O)cc(OC)c1OC | -1% | -15% | -22 | u | 1% | 10% | 37% | -5% | 4%
CC(C)(C)C(=O)C(Oc1ccc(Cl)cc1)n1ccnc1 (stereo not drawn) | x | 19% | 3 | 3%[59 µM] | -20% | x | x | x | x
CCCCNC(=O)C(C)N(CCN(C)C)C(=O)CCCN1C(=O)NC(c2ccc(Cl)cc2)C(C(=O)OCc2ccccc2)=C1C (stereo not drawn) | x | -49% | 6 | x | -6% | -18% | 46%[activator] | -10% | 16%
Cc1cc(Cl)ccc1NC(=S)N1CCN(Cc2ccccc2)CC1 | -21% | 3% | 11 | -15% | 5% | 20% | 10% | -21% | 3%
Cc1ccc(C(C(=O)NCCc2ccccc2)N(C(=O)c2csnn2)C2CC2)o1 (stereo not drawn) | -25% | -12% | -6 | -14% | 1% | 13% | 19% | -15% | -2%
Cc1ccc(S(=O)(=O)N(C)C)cc1NC(=O)COC(=O)c1ccc2c(=O)n3c(nc2c1)CCC3 | 3% | 6% | -1 | 24%[0.501 µM] | 7% | -11% | 0% | -22% | 13%
CCN(Cc1ccccc1)C(=O)CSc1ncn[nH]1 | -5% | u | -2 | 45µM* | 31% | -1% | -3% | -21% | 2%
Cc1cccc(-n2c(-c3ccco3)nc3c(cnn3-c3ccc(F)cc3)c2=O)c1 | x | u | 4 | -23%[59 µM] | -1% | 11% | 25% | -27% | 0%
CCn1cc(/C=C(\NC(=O)c2ccccc2Cl)C(=O)N2CCOCC2)c2ccccc21 | 2% | -1% | 4 | 84%[activator][59 µM] | 12% | -7%[56.9 µM] | 64%[activator] | -19% | -8%
O=C(Cn1nnc2ccccc21)N1CCCCC1 | -1% | 4% | 0 | 40%[activator] | -14% | -18% | 52%[activator] | -13%[57.1 µM] | 9%
CCOCCCNC(=O)/C(C#N)=C/c1ccc(C)o1 | 0% | 0% | -8 | 12% | -3% | -22% | 27% | -11% | 0%
Cc1ccc(Cl)cc1N1CCN(CCNC(=O)Nc2ccc(Cl)cc2)CC1 | -13% | u | -2 | -21%[59 µM] | 7% | 1% | 7% | -16% | -1%
CCCCn1c(N)c(N(CCOC)C(=O)COC(=O)COc2ccccc2C#N)c(=O)[nH]c1=O | 16% | 5% | -4 | 4%[0.501 µM] | -1% | 2% | 11% | -8% | 2%
COc1ccccc1NNC(=O)c1cc(C(C)(C)C)nn1Cc1ccccc1 | u | 3% | -6 | 13µM* | 23% | -7% | 8% | -34% | -5%
CCOc1ccc(-c2noc(CCC(=O)NC)n2)cc1OCC | -7% | -5% | -1 | -5% | -18% | -23% | 69%[activator] | -11% | -6%
CCCCC1(Cc2ccc(OC)c([N+](=O)[O-])c2)C(=O)N(c2ccccc2)N(c2ccccc2)C1=O | -20% | 0%[57.4 µM] | 1 | -50%[59 µM] | 0% | 1% | -5% | -20% | -7%
C/C(=N\Nc1ccc([N+](=O)[O-])cc1)c1ccc(N)cc1 | -3% | u | 4 | 7.1µM* | 4% | -53% | -30% | u | x
O=C(Cn1nnc(-c2ccccc2F)n1)Nc1ccc(C(=O)N2CCOCC2)cc1 | -4% | u | 10 | 9%[59 µM] | 2% | -32% | 34% | 16% | 8%
O=C(NC1=C(NC2CCS(=O)(=O)C2)C(=O)c2ccccc2C1=O)c1ccccc1 (stereo not drawn) | u | u | -22 | 3.5µM* | 18% | -14% | 1% | u | 1%
Cc1[nH]n(-c2nc(-c3ccccc3)cc(=O)[nH]2)c(=O)c1CCO | u | 11% | -9 | 19% | -21% | 16% | 35% | -26% | 7%
COc1ccc(Cl)cc1NC(=O)CCc1nnc2ccc(N3CCN(C)CC3)nn12 | -18% | 13% | 4 | x | 2% | 13%[56.9 µM] | 30% | -11% | -5%
COc1cc(C)c(Br)cc1S(=O)(=O)NCCN1CCOCC1 | -15% | 2% | 3 | -5% | 2% | 20% | -14% | -11% | 16%
O=C(Cn1c(=O)n(CCCS(=O)(=O)C2CCCCC2)c(=O)c2ccccc21)Nc1ccccc1C(F)(F)F | -1% | -14% | -3 | -1%[59 µM] | 1% | -13% | 25% | 10% | -1%
Cc1c(O)c2c3c(cccc3c1O)C(=O)N(c1ccccc1)C2=O | -4% | -21% | -2 | u | 21% | 4% | 32%[activator] | -7% | 6%
Cc1noc(C)c1S(=O)(=O)N(CC(=O)O)c1ccc2c(c1)OCO2 | -39% | 0% | 5 | -38% | -20% | -5% | 25% | -21% | -3%
c1ccc(Nc2c3c(nc4ccccc24)CCC3)cc1 | u | -28%&-6% | -8 | u | -9% | -13% | 34% | -1% | -6%
Cn1c(=O)c2c(nc(SCC(=O)NC34CC5CC(CC(C5)C3)C4)n2C)n(C)c1=O | -4% | 4% | 3 | -47%[2.33 µM] | 2% | -1% | 23% | 0% | -2%
CCOC(=O)N1CCN(C(=S)Nc2ccc(C)cc2)CC1 | 6% | -15% | 0 | 3% | 21% | 24% | 20% | -10% | -4%
C=C1C(=O)O[C@H]2C1CC[C@@](C)(O)C13C=CC(C)(C21)C1(C3)C(=O)O[C@@H]2C3C(C)=CCC3[C@](C)(O)C[C@H](OC(C)=O)C21 (stereo partly drawn) | -4% | 11% | -3 | 21%[59 µM] | -7% | -38% | 49%[activator] | -12% | 9%
COc1cc(C(=O)N2CCC(n3c(C)nc4cc(F)ccc43)CC2)cc(OC)c1OC | 51%[activator] | -20% | 9 | 27%[59 µM] | -3% | 29%[11.4 µM] | 13% | -2%[57.1 µM] | 6%
Cn1c(=O)[nH]c2c(c1=O)CCO2 | x | 0% | -6 | x | 4% | -21% | 16% | -6% | x
COCC(C)n1c(-c2ccc3c(c2)NC(=O)CO3)csc1=Nc1ccc(OC(F)F)cc1 (stereo not drawn) | 13µM* | u | 16&1 | -4%[12.7 µM] | -10%&-1% | 17%&-2% | u | u | 9%&-1%
N#Cc1ccc(C(=O)Nc2ccn(-c3ccccc3)n2)cc1 | -4% | 4% | -5 | -1%[59 µM] | -4% | -3% | 48%[activator] | 0% | -8%
CCc1ccc[n+](-c2[nH]c(=O)sc2/C=N/N=C(\[O-])c2ccncc2)c1 | u | -12% | -1 | 40µM* | 8% | -41% | 24% | -12% | 3%
O=C(NCCN1CCOCC1)c1cc(-c2ccc(F)cc2)on1 | 5% | 23% | 6 | -25% | 0% | 11% | 14% | -12% | -9%
CCN(CC)S(=O)(=O)c1ccc(NCc2ccccc2)nc1 | -3% | -19% | -3 | 4%[59 µM] | 4% | 20% | 15% | -2% | -1%
CCCn1nnnc1-c1cc(Cl)cc(Cl)c1 | 4%[57.1 µM] | 6% | 2 | 43% | 4% | -14% | 45%[activator] | 7% | 5%
CC1CCN(c2ccc3nnc(CCC(=O)N4CCN(c5ccccc5F)CC4)n3n2)CC1 | 5% | -14% | -8 | x | 3% | -3% | 13%[57 µM] | -17% | 0%
Cc1cccc(-c2noc(CN(C3CCCCC3)S(=O)(=O)c3ccc(F)cc3)n2)c1 | 2% | -17% | -2 | 33%[activator][59 µM] | -11% | 15% | 31%[activator] | 11% | -1%
O=C(COC(=O)c1ccc(Cl)nc1)c1ccc2c(c1)OCCO2 | -2% | -1% | -1 | 26% | -3% | 3% | 62%[activator] | -11% | 11%
CC(C)Cc1nnc(NC(=O)CN2C(=O)NC3(CCCC3)C2=O)s1 | 9% | -22% | 4 | u | -5% | -35% | 27% | -6% | -14%
N#C/C(=C(\O)Cc1ccccc1)c1nc2ccccc2[nH]1 | 3% | 156%[activator] | 0 | -5%[12.7 µM] | -10% | -40% | 37% | u | -1%
Cc1cccc(C(=O)OCC(=O)NCCN2C(=O)CSC2=O)c1[N+](=O)[O-] | x | 32%[activator] | 0 | x | 4% | -8% | 34% | -4% | 4%
CCCCNC(=O)OCCNC(=O)NC | -3% | 0% | -2 | 0%[59 µM] | 0% | -21% | 32% | 9% | 0%
Cc1cc(Cl)c2oc(C(=O)N(C)Cc3nccn3C)c(C)c2c1 | u | 18% | 0 | 5%[12.7 µM] | 2% | 16% | 11% | -18% | 0%
COCCn1nnnc1C(c1ccc(OC)c(OC)c1)N1CCN(C(=O)c2ccco2)CC1 (stereo not drawn) | -4% | -29% | -10 | -18% | 9% | 8% | -2% | -14% | 3%

Screening results deposited in PubChem BioAssay by National Center for Advancing Translational Sciences (NCATS).

Not all compounds are listed; rates above refer to the full screens.
